AmpC det inh: AmpC beta-lactamase inhibition, detergent assay; P00811; purified AmpC, nitrocefin hydrolysis with detergent; Potency, µM (highest dose often 28.7 µM), without a hit: at the top dose activity change, negative = inhibition; actives 0.09% (n = 71,000); AID 584; active = well fitted curve in the direction sought with a large enough effect
Target sequence (P00811 whole entry, looked up): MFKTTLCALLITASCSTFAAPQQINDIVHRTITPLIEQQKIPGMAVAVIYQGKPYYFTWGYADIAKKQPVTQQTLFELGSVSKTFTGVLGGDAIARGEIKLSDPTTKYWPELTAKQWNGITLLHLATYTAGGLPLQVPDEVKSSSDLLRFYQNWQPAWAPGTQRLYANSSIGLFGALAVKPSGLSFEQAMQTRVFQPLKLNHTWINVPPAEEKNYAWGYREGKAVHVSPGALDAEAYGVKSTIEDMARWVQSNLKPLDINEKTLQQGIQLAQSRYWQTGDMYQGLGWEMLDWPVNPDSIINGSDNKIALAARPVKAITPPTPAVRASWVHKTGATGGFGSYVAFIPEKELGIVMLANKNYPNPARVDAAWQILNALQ
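E. coli AmpC (5.3 nM) in 20 mM phosphate pH 7.0 with 0.01% Triton X-100, preincubated 15 min RT with compound; nitrocefin (2 uL of 800 uM stock) hydrolysis followed by 480 nm absorbance every 20 s over 4 min.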
Starred values were filed as active, the others as inactive; [ ] = another dose, or the depositor's remark. % is set by controls: 0 for no effect and ±100 for the full control effect; potency is the fitted concentration of half-maximal effect. Some of the compounds tested; the hit share may differ from the screen's.

What do the screens show for `CC(C)NC(=O)N1CC2(CCN(C(=O)c3cccn3C)CC2)C1`?
AmpC det inh: -1%

Results for COc1ccc(Oc2cn[nH]c2-c2ccc(O)cc2O)cc1 ?
AmpC det inh: -1%

Results for O=C(O)C1C2C=CC3(O2)C1C(=O)N1c2ccccc2C2OCCC2C13 (stereo unspecified) ?
AmpC det inh: -6%

What do the screens show for `CCOc1ccc(NC2=NCCC(=O)N2Cc2cccs2)cc1`?
AmpC det inh: -3%

How did O=C(CC(=O)N1CCN(c2ccccn2)CC1)Nc1ccc2nc3n(c(=O)c2c1)CCCCC3 do in these assays?
AmpC det inh: 2%

How did COc1ccc(CCNC(=O)C2CCN(Cc3nc(-c4cccc(Cl)c4)oc3C)CC2)cc1OC do in these assays?
AmpC det inh: -7%

Results for COC(=O)CNC(=O)C1CCN(c2nc(C)cc(C)n2)CC1 ?
AmpC det inh: -1%

What do the screens show for `CCOc1ccc(C2CC(c3cccc(OC)c3)Nc3ncnn32)cc1` (stereo unspecified)?
AmpC det inh: 15%

How did COCCn1c(=O)c(-c2cccc(C#N)c2)nc2cnc(Oc3ccccc3)nc21 do in these assays?
AmpC det inh: -1%

What do the screens show for `CC1SC(=NC(=O)c2ccco2)NC1=O` (stereo unspecified)?
AmpC det inh: 15%

Results for O=C(c1cnccn1)N1CCC2(CC1)CN(Cc1ccccc1)C2 ?
AmpC det inh: 1%

How did CC[C@H](c1ccccc1)c1cc(C(C)(C)C)cc(C(C)(C)C)c1O do in these assays?
AmpC det inh: -6%[5.75 µM]

Fetched one by one from the entries so far:
How did O=C(CC(=O)N1CCN(c2ccccn2)CC1)Nc1ccc2nc3n(c(=O)c2c1)CCCCC3 do in these assays?
AmpC det inh: 2%

How did COc1ccc(CCNC(=O)C2CCN(Cc3nc(-c4cccc(Cl)c4)oc3C)CC2)cc1OC do in these assays?
AmpC det inh: -7%

How did COCCn1c(=O)c(-c2cccc(C#N)c2)nc2cnc(Oc3ccccc3)nc21 do in these assays?
AmpC det inh: -1%

Results for O=C(c1cnccn1)N1CCC2(CC1)CN(Cc1ccccc1)C2 ?
AmpC det inh: 1%

What do the screens show for `CCOc1ccc(C2CC(c3cccc(OC)c3)Nc3ncnn32)cc1` (stereo unspecified)?
AmpC det inh: 15%

What do the screens show for `CC1SC(=NC(=O)c2ccco2)NC1=O` (stereo unspecified)?
AmpC det inh: 15%

Back to the main list, repeating the 3 entries before the break.
What do the screens show for `CC1SC(=NC(=O)c2ccco2)NC1=O` (stereo unspecified)?
AmpC det inh: 15%

Results for O=C(c1cnccn1)N1CCC2(CC1)CN(Cc1ccccc1)C2 ?
AmpC det inh: 1%

How did CC[C@H](c1ccccc1)c1cc(C(C)(C)C)cc(C(C)(C)C)c1O do in these assays?
AmpC det inh: -6%[5.75 µM]

What do the screens show for `Cc1ccc(NC(=O)CSc2nnc(CNC(=O)c3c(F)cccc3Cl)o2)cc1`?
AmpC det inh: -6%

What do the screens show for `Cc1cc(C)c2cc(CN(Cc3cccs3)Cc3nnnn3CC3CCCO3)c(=O)[nH]c2c1` (stereo unspecified)?
AmpC det inh: 4%

Results for CCOC(=O)C(Cc1c(F)cccc1F)(NC(C)=O)C(=O)OCC ?
AmpC det inh: 6%

What do the screens show for `O=C(c1ccccc1)c1ccc(Oc2ncccn2)cc1`?
AmpC det inh: 0%

Results for CCOc1ccc(NC(=O)C2CCN(S(=O)(=O)c3c(C)n[nH]c3C)CC2)cc1 ?
AmpC det inh: 0%

What do the screens show for `CSc1nsc(SCC(=O)Nc2c(C)n(C)n(-c3ccccc3)c2=O)n1`?
AmpC det inh: 1%

How did Cc1ccccc1CCNC(=O)C1CCN(S(=O)(=O)c2ccc(-n3cnnn3)cc2)CC1 do in these assays?
AmpC det inh: -1%

Results for CCCCN(CCCC)CCNC(=O)Cc1nc2c(c(=O)[nH]c(=O)n2C)n1C ?
AmpC det inh: -3%

Results for CC1CN(C(=O)c2cccc(C(=O)N3CC(C)OC(C)C3)c2)CC(C)O1 (stereo unspecified) ?
AmpC det inh: -2%

What do the screens show for `COc1cc(CCC(=O)OCC(=O)Nc2ncc(Cl)cc2Cl)cc(OC)c1OC`?
AmpC det inh: 2%

How did Cc1cc(C)nc(NS(=O)(=O)c2ccc(NC(=O)c3ccco3)cc2)n1 do in these assays?
AmpC det inh: -3%

Results for CC(=O)N1CC=CC1(CC(C)C)C(=O)NCc1cc(F)cc(C(F)(F)F)c1 (stereo unspecified) ?
AmpC det inh: 14%

Results for CCc1c(C)[nH]c2ccc(C)cc2c1=O ?
AmpC det inh: -5%

How did CCOc1ccc(C(=O)CCNC(Cc2cnc[nH]2)C(=O)O)cc1 (stereo unspecified) do in these assays?
AmpC det inh: 2%

Results for CCn1c2ccccc2c2nnc(SCC(=O)Nc3cc(C)on3)nc21 ?
AmpC det inh: -2%

What do the screens show for `COc1cccc(Nc2ncc3nc(-c4cc(F)cc(F)c4)c(=O)n(C[C@H]4CCCO4)c3n2)c1`?
AmpC det inh: -1%

Results for CCOC(=O)CNc1c(-c2ccc(Cl)cc2)nc2cnccn12 ?
AmpC det inh: -3%

How did O=C(CCCN1C(=O)c2ccccc2C1=O)Nc1ccccc1C(=O)N1CCOCC1 do in these assays?
AmpC det inh: 0%

Results for O=C(CSc1nc2ccccc2c(=O)n1NC(=O)Cc1ccccc1)NCc1ccco1 ?
AmpC det inh: -5%

Results for CN(c1ccccc1C(=O)Nc1cccnc1)S(C)(=O)=O ?
AmpC det inh: -3%

What do the screens show for `CCOC(=O)N1CCN(c2cc(=O)n(-c3cccc(Br)c3)c(=O)[nH]2)CC1`?
AmpC det inh: 12%

What do the screens show for `Cc1cc(Nc2cccc(F)c2)n2nc(C)nc2n1`?
AmpC det inh: 6%

What do the screens show for `Cc1ccc(-c2cc(-c3ccc4c(c3)OCO4)c(C#N)c(N)n2)o1`?
AmpC det inh: -3%

What do the screens show for `O=C(Nc1cccc(NC(=O)c2ccc(-c3cccc(Br)c3)o2)c1)c1ccco1`?
AmpC det inh: 0%

How did Cn1c(SCC(=O)NCc2ccc3c(c2)OCO3)nnc1C1COc2ccccc2O1 (stereo unspecified) do in these assays?
AmpC det inh: -1%

What do the screens show for `CCOCCc1nnc(NC(=O)c2cccc(F)c2)s1`?
AmpC det inh: -5%

Results for CCCN(CCC)CCCNC(=O)c1ccc2c(c1)N(CC)C(=O)c1ccccc1S2=O (stereo unspecified) ?
AmpC det inh: -1%

Results for CCC(C)[C@@H](C(=O)Nc1ccc2c(c1)OCO2)N1Cc2ccccc2C1=O (stereo partly specified) ?
AmpC det inh: 11%

How did COC(=O)c1ccc2c(=O)n(C3CCCCC3)c(SCC#N)nc2c1 do in these assays?
AmpC det inh: -1%

How did Cc1ccc(C(=O)OCC(=O)N2CC(=O)Nc3ccccc32)s1 do in these assays?
AmpC det inh: 0%

What do the screens show for `CCn1c(Cn2nnc(-c3ccccc3)n2)nnc1SCC(=O)Nc1cccc(C)c1C`?
AmpC det inh: -2%

How did CCOC1CCCCC1NS(=O)(=O)c1ccc(Cl)cc1 (stereo unspecified) do in these assays?
AmpC det inh: 4%

Results for COc1cccc(-n2c(SCC(=O)NCCC3=CCCCC3)nc3n[nH]c(C)c3c2=N)c1 ?
AmpC det inh: 6%

How did OC1(c2ccc(F)cc2)CCN(Cc2nnnn2Cc2cccs2)CC1 do in these assays?
AmpC det inh: 17%

What do the screens show for `CCCCN(Cc1cc2cc(OC)ccc2[nH]c1=O)C(=O)c1ccco1`?
AmpC det inh: -2%

Results for Cc1ccc(C)c(CSc2nnc(-c3ccccn3)n2N)c1 ?
AmpC det inh: 0%

How did CC(=O)O[C@@H]1CC(C)=C2[C@H]1[C@H](C)CC[C@H]2/C=C(\C)C(=O)O do in these assays?
AmpC det inh: 11%

How did COC(=O)c1ccc(OCC2c3cc(OC)c(OC)cc3CCN2C(=O)c2ccco2)cc1 (stereo unspecified) do in these assays?
AmpC det inh: -6%

How did CCCOC(=O)CSc1nnc(-c2cc(OC)c(OC)c(OC)c2)o1 do in these assays?
AmpC det inh: -5%

What do the screens show for `COc1ccc(-c2nc3cnc(N4CCN(C)CC4)nc3n(C3CC3)c2=O)cc1`?
AmpC det inh: 2%

Results for CC(OCc1ccccc1)C(NC(=O)OC(C)(C)C)C(=O)NCC1CCCO1 (stereo unspecified) ?
AmpC det inh: 15%

What do the screens show for `COc1cc(C(=O)NCc2nnc(SCC(=O)NCc3ccccc3)o2)cc(OC)c1OC`?
AmpC det inh: 14%

Results for Cc1ccc(S(=O)(=O)Nc2ccc(NC(=O)CN3CCCCC3)cc2)cc1 ?
AmpC det inh: -3%

Results for COc1ccc(CNC(=O)COc2ccc(S(=O)(=O)NC(C)C)cc2)cc1 ?
AmpC det inh: -3%

Results for CCCCC(=O)Nc1ccc(C(=O)NCCCn2ccnc2)cc1 ?
AmpC det inh: 11%

How did CC(C)NC(=O)NC(=O)COc1ncnc2sccc12 do in these assays?
AmpC det inh: -4%

What do the screens show for `Fc1ccc2nc(N3CCCCC3)sc2c1`?
AmpC det inh: -5%

How did COC(=O)c1cc(C)sc1NC(=O)c1cccnc1 do in these assays?
AmpC det inh: -4%

Results for CCCCn1c(-c2cc(Cl)ccc2OC)n[nH]c1=S ?
AmpC det inh: 0%

What do the screens show for `N#C/C(=C(/O)COC(=O)Cc1c[nH]c2ccccc12)c1nc2ccccc2[nH]1`?
AmpC det inh: -2%

What do the screens show for `CC1CCCC(C)N1c1nnc(N)s1` (stereo unspecified)?
AmpC det inh: 12%

How did CCOC(=O)c1[nH]c(C)c(C(=O)N2CCN(c3cccc(Cl)c3)CC2)c1C do in these assays?
AmpC det inh: -4%

Results for CC(Sc1nc(N(C)C)nc(N2CCOCC2)n1)C(=O)Nc1ccccc1 (stereo unspecified) ?
AmpC det inh: 0%

How did COc1cccc(OCCn2cc(C(=O)c3ccco3)c3ccccc32)c1 do in these assays?
AmpC det inh: -1%

Results for CC(C(=O)Nc1nc2ccccc2[nH]1)N1C(=O)C2CC=CCC2C1=O (stereo unspecified) ?
AmpC det inh: 10%

What do the screens show for `O=C(O)C1CCCN(C(=O)NCc2ccccc2)C1` (stereo unspecified)?
AmpC det inh: 6%

How did Cc1cc(C(=O)Nc2cccc(O)c2)c(C)o1 do in these assays?
AmpC det inh: -3%

What do the screens show for `COc1ccc(C)cc1N(C(=O)CNC(=O)c1ccco1)C(C(=O)NC1CCCC1)c1cccnc1` (stereo unspecified)?
AmpC det inh: 2%

How did COc1ccc(NC(=O)Nc2ccc(C(=O)N3CCOCC3)cc2)cc1 do in these assays?
AmpC det inh: -3%

What do the screens show for `O=C(CSc1nnc(-c2cccnc2)n1Cc1ccco1)c1ccc(Cl)cc1`?
AmpC det inh: -4%

How did COc1ccc(CCNC(=O)c2nn(C)cc2Cl)cc1 do in these assays?
AmpC det inh: -2%

How did COc1ccc(S(=O)(=O)N(C)CC(=O)Nc2ccc3c(c2)OCO3)cc1OC do in these assays?
AmpC det inh: -2%

How did CCCCCCc1ccc(OCC(=O)O)cc1OCC(=O)O do in these assays?
AmpC det inh: -4%

How did c1ccc(Nc2cc(-c3ccoc3)ncn2)cc1 do in these assays?
AmpC det inh: 7%

Results for O=C(c1ccco1)N1CCN(C(=O)C(Sc2ccccc2)c2ccccc2)CC1 (stereo unspecified) ?
AmpC det inh: -4%

Results for CCc1ccc(N2CC34C=CC(O3)C(C(=O)OC)C4C2=O)cc1 (stereo unspecified) ?
AmpC det inh: 6%

What do the screens show for `Cc1nn(Cc2ccccc2)c(N)c1C#N`?
AmpC det inh: -1%

Results for Cc1cnc(C(=O)Nc2ccc(N3CCOCC3)cc2)cn1 ?
AmpC det inh: -4%

How did Nc1ccc(N=Nc2ccccc2)c(N)c1 do in these assays?
AmpC det inh: 6%

Results for O=C(O)CSCc1nc2ccccc2s1 ?
AmpC det inh: -2%

Results for O=C(NC1CCCc2ccccc21)C1CCC(CNc2c(N3CCOCC3)c(=O)c2=O)CC1 (stereo unspecified) ?
AmpC det inh: 10%

Results for O=c1c2ccccc2sn1-c1ccc(S(=O)(=O)N2CCCCC2)cc1 ?
AmpC det inh: -4%

How did CCCOC(=O)c1ccc(OCC(O)CN2CCN(C(=O)c3ccccc3)CC2)cc1 (stereo unspecified) do in these assays?
AmpC det inh: -4%

How did COc1ccc([C@@H]2[C@H]3CN(C(C)=O)CC=C3C(C#N)=C(N)C2(C#N)C#N)c2ccccc12 do in these assays?
AmpC det inh: -10%

How did COc1ccc(Oc2ncc3ncc(=O)n(C[C@H]4CCCO4)c3n2)cc1 do in these assays?
AmpC det inh: 5%

What do the screens show for `O=C(c1cc2ccccc2oc1=O)N1CCN(c2ccc(N3CCOCC3)nn2)CC1`?
AmpC det inh: 10%

What do the screens show for `Cc1csc(NC(=O)CSc2nnc(Cc3cccn3C)n2CCc2ccccc2)n1`?
AmpC det inh: 7%

What do the screens show for `COc1ccc(C)cc1S(=O)(=O)N(C)CC(=O)Nc1ccccc1`?
AmpC det inh: 13%

How did Cn1c(Cn2cnc3ccccc32)nnc1SCc1ccccc1 do in these assays?
AmpC det inh: -5%

Results for O=C1N=C(N2CCCCC2)SC1=C1CCCC1 ?
AmpC det inh: -3%

What do the screens show for `COc1cc(NS(=O)(=O)c2ccc(F)cc2)c(C(=O)O)cc1OC`?
AmpC det inh: -4%

How did O=c1cnc2cnc(N3CCNCC3)nc2n1CCc1ccccc1 do in these assays?
AmpC det inh: 0%

What do the screens show for `CC(C)c1ccc(S(=O)(=O)c2n[nH]n3c2nc(=O)c2ccccc23)cc1`?
AmpC det inh: 2%

How did N[C@@H](Cn1oc(=O)[nH]c1=O)C(=O)O do in these assays?
AmpC det inh: 8%

How did O=C(OCC(=O)N1CCN(C(=O)c2ccco2)CC1)c1sc2cc(F)ccc2c1Cl do in these assays?
AmpC det inh: -1%

How did CC(=O)N1CCN(c2ccc(Nc3nc(C)nc4c3oc3ccccc34)cc2)CC1 do in these assays?
AmpC det inh: 3%

What do the screens show for `Cc1[nH]nc2c1C1(C(=O)N(Cc3ccc(Cl)cc3)c3ccccc31)C(C#N)=C(N)O2` (stereo unspecified)?
AmpC det inh: -2%

How did O=C(NCc1ccccn1)[C@H]1C[C@@H]1[C@H](NP(=O)(c1ccccc1)c1ccccc1)c1ccccc1 do in these assays?
AmpC det inh: -3%

Bioassay records (PubChem BioAssay)
